T cell modulator: T cell immune modulators affecting CD8 T cell-vesicle binding | 2C CD8+ T cell-vesicle binding, flow cytometry; stronger effect = lower value | calls only at 7 µM | 330,000 tested, 0.068% active | AID 2052;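 active = response, share of CD8 T cells binding vesicles, and their 90th percentile fluorescence all below set limits, cut at about 80% in these data, passing the limit was not always enough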
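Benchmarks: naked versus QL9-loaded vesicles / Assay system: purified 2C TCR transgenic mouse naive CD8+ T cells / Technique: high-throughput flow cytometry with anti-B7-1 and anti-CD8 staining / Timing: Cell–vesicle co-incubation 1.5 h at 37 °C, staining 20 min on ice / Read-out: percent CD8+ FL2 mean versus row control / Probe or stimulus: QL9-loaded Drosophila micro-vesicles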
NTR1 agonist: NTR1-driven beta-arrestin-GFP spot formation – imaging, U2OS cells, high content, primary screen (AID 493036). P30989. agonist mode. activation, % at 20 µM. 330,000 tested, 0.17% active;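 active = activation at or above 40% of the spot to cytoplasm intensity ratio, with at least 20 cells analyzed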;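 note: 0% = DMSO without peptide and 100% = 100 nM NTR1 peptide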
Target sequence (P30989 whole entry, looked up): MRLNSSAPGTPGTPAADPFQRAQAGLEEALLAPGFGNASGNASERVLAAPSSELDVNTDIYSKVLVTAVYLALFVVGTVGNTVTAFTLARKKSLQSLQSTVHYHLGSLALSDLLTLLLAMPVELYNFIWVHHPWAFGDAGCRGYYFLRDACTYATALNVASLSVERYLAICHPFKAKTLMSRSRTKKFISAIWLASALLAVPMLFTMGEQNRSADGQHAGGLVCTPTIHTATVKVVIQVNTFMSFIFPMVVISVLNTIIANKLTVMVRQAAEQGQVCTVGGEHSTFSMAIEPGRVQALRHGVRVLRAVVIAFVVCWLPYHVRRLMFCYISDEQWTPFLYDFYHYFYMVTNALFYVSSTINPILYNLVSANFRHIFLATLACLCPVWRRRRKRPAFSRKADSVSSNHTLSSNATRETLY
T cell modulator vesicle-bound %: recorded beside T cell modulator, whose call it bears; double positive events, %; measured here: CD8+ vesicle-bound cell fraction;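 binding gate set so that unloaded-vesicle control wells show 10% double positive cells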
NTR1 agonist cell count 20 µM: recorded beside NTR1 agonist, whose call it bears; cell count; measured here: cell count, cytotoxicity flag
An asterisk follows results filed as active; i = inactive; · = no result given. The list is partial. The share of hits here may be higher or lower than overall.

Molecule,T cell modulator,T cell modulator vesicle-bound %,NTR1 agonist,NTR1 agonist cell count 20 µM
COc1cc(C2(c3ccc(O)c(OC)c3)C(=O)N(C)c3ccc(C)cc32)ccc1O,i,35,-0.3,53
CCCCN(C(=O)C1COc2ccccc2O1)c1c(N)n(CCC)c(=O)[nH]c1=O (stereo not drawn),i,58,4.8,35
CCCOc1cc(C)c(S(=O)(=O)NCc2cccs2)cc1C,i,33,2.5,53
CC1(NS(=O)(=O)c2ccc(Cl)s2)CCS(=O)(=O)C1 (stereo not drawn),i,34,-0.4,54
COC(=O)c1ccc(NC(=O)COC(=O)C2=NN(c3ccccc3)C(=O)CC2)cc1,i,40,0.3,64
C[C@H](CO)N1C[C@H](C)[C@@H](CN(C)C(=O)NC2CCCCC2)Oc2c(NS(=O)(=O)c3ccccc3)cccc2C1=O,i,20,-1.2,55
O=C(CN1C(=O)NC2(CCCCCCC2)C1=O)NCc1ccccc1Cl,i,28,0.5,61
Cc1cc(=O)oc2cc(NC(=O)c3cc(F)ccc3F)ccc12,i,61,-0.1,52
O=C(NC(Cc1ccc(O)cc1)C(=O)O)c1ccc2c(c1)OCO2 (stereo not drawn),i,7,-2.2,59
CC(OC(=O)c1ccc(O)cc1)C(=O)Nc1ccc(Oc2ccccc2)cc1 (stereo not drawn),i,46,0.1,47
Cc1csc(=O)n1CC(=O)Nc1ccc(Cl)c(Cl)c1,i,57,2.3,39
Cc1ccc(C(=O)NC(=S)N(C)Cc2ccccc2)cc1,i,7,0.3,60
O=C(COC(=O)Cc1ccc(Br)cc1)NCC1CCCO1 (stereo not drawn),i,24,3.5,53
Cc1ccc(C(=O)NCC(=O)OCC(=O)c2ccccc2)s1,i,28,-2.8,66
CC(=O)NN(O)C1N(C)C(=O)N(Cc2ccccc2)C1(C)C (stereo not drawn),i,56,-1.0,50
Cc1ccc(C(=O)c2c3ccc(C(F)(F)F)cc3[n+]([O-])n2CCCN)cc1,i,62,1.1,61
CN(c1ccccc1)S(=O)(=O)c1ccc(Cl)c(C(=O)NCc2ccco2)c1,i,24,1.1,51
COC(=O)c1ccccc1NC(=O)Cn1cnc2c1c(=O)n(C)c(=O)n2C,i,25,1.4,56
CN(Cc1ccc(Cl)cc1)C(=O)COC(=O)c1ccc(-c2ccc(O)cc2)cc1,i,38,-0.1,92
COc1ccccc1NC(=O)COC(=O)/C=C/c1cccs1,i,37,3.8,44
CC(NS(=O)(=O)c1ccccc1)C1CC2CCC1C2 (stereo not drawn),i,18,0.7,56
Cc1cccc(NC(=O)CN2CCN(C(=O)C3CCC3)CC2)c1C,i,3,1.0,57
Cc1ccc2c(c1)CCCN2C(=O)CCc1nc2ccccc2c(=O)[nH]1,i,17,0.1,60
COc1ccccc1NC(=O)C1CCN(S(=O)(=O)c2cccs2)CC1,i,58,2.4,40
CCN(CC)CCn1c(/N=C/c2ccc(OC)c(OC)c2)nc2ccccc21,i,33,-0.8,33
CCc1cc(Cn2nc(-c3ccccc3)cc2C(=O)NCc2cccc(Br)c2)on1,i,25,1.6,63
CC(=O)Nc1ccc(NC(=O)COC(=O)c2ccccc2C(=O)c2ccccc2)cc1,i,39,-1.9,91
NCCCn1c(C(=O)c2cc(Cl)c(N)c(Cl)c2)c2ccc(C(F)(F)F)cc2[n+]1[O-],i,48,6.9,36
Cc1ccc(S(=O)(=O)N2CCOCC2)cc1-c1n[nH]c(=S)n1-c1ccccc1,i,42,1.4,54
N#Cc1cccc(NC(=O)COC(=O)c2ccc[n+]([O-])c2)c1,i,31,3.6,55
O=C(CN1C(=O)C(=O)N(CCC2=CCCCC2)C1=O)c1c[nH]c2ccccc12,i,46,4.5,66
CC1(C)Cc2cccc(OCC(=O)OCC(=O)c3ccccc3)c2O1,i,33,4.0,66
COCc1ccccc1C1=CC(=O)C[C@H](c2ccc(OC)cc2)C1,i,22,-0.5,66
O=C(COC(=O)c1ccc(O)cc1O)Nc1ccc2c(c1)OCCO2,i,16,1.8,84
C[C@H](OC(=O)n1ccnc1)[C@@H]1O[C@@]2(C)CCC[C@@H]1O2,i,25,1.0,59
COc1cc(C(=O)NCC2CCCCC2)ccc1OCc1c(C)noc1C,i,31,-0.6,62
COc1ccc(NC(=O)CN2CCN(C(C)=O)CC2)cc1S(=O)(=O)N1CCOCC1,i,42,-0.1,51
O=C(NNC(=S)Nc1ccc(Cl)cc1Cl)c1cccnc1,i,39,2.1,48
Cc1ccccc1C(=O)NNC(=O)CCCCC(=O)NNC(=O)c1ccccc1C,i,32,-1.5,53
O=C(Cc1ccccc1[N+](=O)[O-])OCC(=O)c1ccccc1Br,i,41,-0.6,47

In the list so far, these have an NH in an aromatic ring.
Molecule,T cell modulator,T cell modulator vesicle-bound %,NTR1 agonist,NTR1 agonist cell count 20 µM
CCCCN(C(=O)C1COc2ccccc2O1)c1c(N)n(CCC)c(=O)[nH]c1=O (stereo not drawn),i,58,4.8,35
Cc1ccc2c(c1)CCCN2C(=O)CCc1nc2ccccc2c(=O)[nH]1,i,17,0.1,60
Cc1ccc(S(=O)(=O)N2CCOCC2)cc1-c1n[nH]c(=S)n1-c1ccccc1,i,42,1.4,54
O=C(CN1C(=O)C(=O)N(CCC2=CCCCC2)C1=O)c1c[nH]c2ccccc12,i,46,4.5,66

The list goes on:
Molecule,T cell modulator,T cell modulator vesicle-bound %,NTR1 agonist,NTR1 agonist cell count 20 µM
O=C1C=C(c2ccc(-c3ccccc3)c(F)c2)C[C@@H](c2ccc(Cl)cc2)C1,i,33,-1.2,58
COc1ccc(S(=O)(=O)Nc2ccc3c(c2)C(=O)N([C@H](C)CO)C[C@H](C)[C@@H](CN(C)C(=O)NC2CCCCC2)O3)cc1,i,·,-0.7,67
CC1(C)C[C@H]2C3=CCC4[C@@]5(C)CC[C@H](O)[C@@](C)(CO)C5CC[C@@]4(C)[C@]3(C)C[C@@H](O)[C@@]2(CO)[C@@H](O)[C@@H]1O (stereo partly drawn),i,37,2.4,51
CSc1ccc(/C=C2\NC(=O)NC2=O)cc1,i,21,-1.4,47
CN(C)CC/C=C1\c2ccccc2Sc2cc(F)c(Cl)cc21,i,56,11,45
Cc1cc(C(=O)NN=C(CCC(=O)O)c2cccs2)c(C)o1,i,42,2.0,53
COc1cc(OC)cc(-c2c(C#Cc3ccsc3)c3cc(-c4ccc5cc[nH]c5c4)ccc3n2C)c1,i,28,0.3,67
CCOc1ccccc1-n1c(SC(C)C(=O)NCC2CCCO2)nc2ccccc2c1=O (stereo not drawn),i,4,1.7,78
COc1ccc(CN2CC(=O)N3[C@H]4c5cc(C)ccc5OC[C@@H]4[C@H](c4ccccc4)[C@]3(C)C2=O)cc1,i,30,2.4,50
CC1CCN(C(=O)c2ccc(S(=O)(=O)N3CCCC3)cc2)CC1,i,37,0.2,45
O=C(OCc1nnc(-c2ccc([N+](=O)[O-])cc2)o1)C1CCN(C(=O)c2ccc(F)cc2)CC1,i,44,-0.5,93
Cc1cccc(NC(=O)c2ccc(S(=O)(=O)N(C)c3ccccc3)cc2)n1,i,53,4.0,71
COC(=O)C1CCN(C(=O)CN2C(=O)NC3(CCC(C)CC3)C2=O)CC1 (stereo not drawn),i,35,-0.3,49
CCN(CC(=O)Nc1ccc(S(=O)(=O)N2CCCC2)cc1)CC(=O)Nc1ccccc1C(F)(F)F,i,39,4.5,69
O=C(Nc1cc(S(=O)(=O)Nc2ccc(Cl)cc2)ccc1O)c1ccc(F)cc1F,i,50,0.2,80
CCN1C(=O)[C@@H]2[C@@H](c3ccc(SC4CCCCC4)c(OC)c3)N3CCC[C@@]3(C(=O)OC)[C@@H]2C1=O,i,47,6.9,49
Cc1ccc(OCCCC(=O)Nc2ccc3c(c2)OCCO3)cc1,i,51,-1.7,55
O=C(COC(=O)c1ccc(O)cc1)NCCc1c[nH]c2ccccc12,i,32,-0.4,59
CCOc1ccccc1OCCCC(=O)N1CCN(S(=O)(=O)c2ccc(C)cc2C)CC1,i,38,2.2,54
CCNC(=O)Nc1cc(S(=O)(=O)Nc2ccc(OC)cc2)ccc1N1CCOCC1,i,41,4.4,53
COc1ccc(S(=O)(=O)N2CCc3ccccc32)cc1C(=O)N1CCC(C)CC1,i,33,0.7,47
O=C1CCC/C=C\C[C@@H](CC(=O)N(CCO)Cc2ccccc2)C(=O)N[C@H](c2ccccc2)CO1,i,3,-2.2,54
O=C1CCC/C=C\C[C@H](CC(=O)N(CCO)Cc2ccccc2)C(=O)N2CCC[C@@H]2CO1,i,22,0.5,66
COc1ccc2cc(C3(C)NC(=O)N(CC(=O)N4CCCCC4)C3=O)ccc2c1 (stereo not drawn),i,43,-0.8,56
Cc1ccc(C(C)(C)C)cc1S(=O)(=O)N1CCC(C(=O)N2CCN(c3ccc(O)cc3)CC2)CC1,i,43,5.0,51
COC(=O)[C@]1(C)N[C@H](CN(C)C(=O)c2ccccc2)[C@@H]2C(=O)N(C)C(=O)[C@@H]21,i,7,3.1,65
CCOC(=O)c1c(C)[nH]c(C(=O)NNC(=O)c2ccc(Br)cc2)c1C,i,32,-1.4,74
COc1ccc(NC(=S)NC(=O)c2cncc(Br)c2)cc1,i,35,-1.2,32
COc1ccccc1N1CCN(C(=O)c2cc(S(=O)(=O)N3CCCCC3)ccc2C)CC1,i,60,1.7,57
Cc1ccc([C@@H]2CC=C(C(=O)O)[C@H](c3cccc(F)c3)N2S(=O)(=O)c2ccccc2C)cc1,i,8,6.7,58

3 records picked at random from the list so far, as already listed:
Molecule,T cell modulator,T cell modulator vesicle-bound %,NTR1 agonist,NTR1 agonist cell count 20 µM
O=C1CCC/C=C\C[C@@H](CC(=O)N(CCO)Cc2ccccc2)C(=O)N[C@H](c2ccccc2)CO1,i,3,-2.2,54
COc1ccc2cc(C3(C)NC(=O)N(CC(=O)N4CCCCC4)C3=O)ccc2c1 (stereo not drawn),i,43,-0.8,56
Cc1ccc(C(C)(C)C)cc1S(=O)(=O)N1CCC(C(=O)N2CCN(c3ccc(O)cc3)CC2)CC1,i,43,5.0,51

(list continues)
Molecule,T cell modulator,T cell modulator vesicle-bound %,NTR1 agonist,NTR1 agonist cell count 20 µM
Cc1ccc(NC(=O)COC(=O)c2c(-c3ccccc3)noc2C)c(C)c1,i,40,-2.2,63
c1ccc(CNc2ccc(N3CCOCC3)cc2)cc1,i,22,2.0,67
CCN(C[C@H]1N[C@@](Cc2ccccc2)(C(=O)OC)[C@H]2C(=O)N(C)C(=O)[C@@H]12)C(=O)NC(C)C,i,4,1.3,59
C=CCc1ccc(OCCCNC2CCCC2)c(OC)c1,i,56,-0.4,56
CN(c1ccccc1)S(=O)(=O)c1cccc(NC(=O)C2CCCO2)c1 (stereo not drawn),i,31,-0.6,59
O=C(NNC(=O)c1ccc(Cl)nc1)c1ccc(Br)cc1,i,39,2.5,56
Cc1ccc(SCC(=O)OCC(=O)NCc2ccco2)cc1,i,33,-1.1,56
COc1ccc(CCNC(=O)CN2C(=O)NC3(CCCCC3)C2=O)cc1,i,38,1.1,58
O=C(CNC(=O)c1ccco1)OCc1ccccc1Cl,i,45,-2.1,46
CC1CC(C)(C)CC2(C1)NC(=O)N(CC(=O)Nc1c(F)cccc1F)C2=O (stereo not drawn),i,42,-1.5,75
O=C(CSc1nc2c(cnn2-c2ccccc2)c(=O)[nH]1)NCC1CCCO1 (stereo not drawn),i,42,6.4,51
O=C(OCC(=O)N1CCc2ccccc21)c1ccc(Br)o1,i,48,-0.1,57
CC(CCCCCCCCC(=O)O)N(CCO)C(=O)OC(C)(C)C (stereo not drawn),i,59,-2.3,66
CCOc1ccc(S(=O)(=O)N2CCC(C(=O)Nc3cc(S(C)(=O)=O)ccc3Cl)CC2)cc1,i,34,1.9,62
CCN1C(=O)[C@@H]2[C@@H](c3ccc(-c4ccc(F)cc4)c(OC)c3)N3CCCC[C@@]3(C(=O)OC)[C@@H]2C1=O,i,48,5.2,51
O=S(=O)(c1ccccc1F)N1CCN(Cc2cc3c(cc2Br)OCCO3)CC1,i,23,3.7,66
C[C@@]12C(=O)N(Cc3ccc(Cl)cc3)CC(=O)N1[C@H]1c3ccccc3OC[C@@H]1[C@@H]2c1ccccc1,i,32,3.1,53

From PubChem BioAssay
